MCF10A rereplic: A quantitative high throughput screen for small molecules that induce DNA re-replication in MCF 10a normal breast cells. MCF 10A DNA re-replication, Hoechst nuclear intensity, 48 h. Potency, µM (top dose mostly 46.1 µM), without a hit: at the top dose activity, positive = re-replication, actives largely listed as activators. 2.9% of 350,000 active; further: potency means the concentration at half of the fitted maximal effect; % of control where 0% means no effect; nearly all actives have a fitted effect of over 50% in size
KB-3-1 cytotox: qHTS assay for MDR1-selective chemotherapeutics: Primary screen using the parental adenocarcinoma cell KB-3-1; 1.4% of 400,000 active; Potency, µM (series often up to 46.1 µM), inactives show at the top dose activity change, negative = cytotoxic, usual class: cytotoxic; AID 1347075, 2019; KB-3-1 viability, CellTiter-Glo ATP luminescence, 72 h; further: potency means the concentration at half of the fitted maximal effect; on the % scale 0 is the no-effect control and ±100 the full control effect; nearly all actives have a fitted effect of over 60% in size
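Luminescent ATP read-out (CellTiter-Glo) measures survival of drug-naive KB-3-1 cells after 72 h compound exposure at 37 °C. Titration series was screened from lowest to highest concentration, with DMSO vehicle plates as background controls.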
IL-1B inflam inh: qHTS for Inhibitors of Inflammasome Signaling: IL-1-beta AlphaLISA Primary Screen; 4.7% of 360,000 active; activity change, % at 57.5 µM; THP-1 LPS/ATP IL-1B secretion, AlphaLISA, 16 h; stronger effect = lower value; in the data active means activity change below about -50%; inconclusive means mostly about -30% to -49%; further: on the % scale 0 is the no-effect control and ±100 the full control effect
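THP-1 cells pretreated 1 hr with compounds (up to 57.5 uM final), then stimulated with LPS (250 ng/mL final) plus ATP (1.25 mM final); secreted IL-1B measured by AlphaLISA after 16 hr, decreased signal indicating inhibition.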
KB-V1 MDR tox: qHTS assay for MDR1-selective chemotherapeutics: Primary screen using the drug-selected MDR subline cells KB-V1; 3.4% of 400,000 active; Potency, µM (titrated, usually from 46.1 µM), for inactives: top-dose activity change, negative = cytotoxicity, most hits filed as cytotoxic; KB-V1 MDR cells viability, CellTiter-Glo, 72 h; further: potency means the concentration at half of the fitted maximal effect; on the % scale 0 is the no-effect control and ±100 the full control effect; nearly all actives have a fitted effect of over 60% in size
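qHTS viability screen in drug-selected KB-V1 MDR cells: 72 h compound treatment at 37 degrees C, ATP luminescence end point.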
HT1080-NT tox: qHTS for induction of synthetic lethality in tumor cells producing 2HG: qHTS for the HT-1080-NT fibrosarcoma cell line | HT-1080-NT fibrosarcoma viability, CellTiter-Glo ATP luminescence, 48 h | Potency, µM (top dose mostly 46.1 µM), for inactives: top-dose activity, negative = less viability, most hits filed as cytotoxic | 1.6% of 360,000 active;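 further: NT is the 2HG producing partner of a matched IDH1 knockdown line; potency means the concentration at half of the fitted maximal effect; 0% = DMSO-treated cells and -100% = media-only wells without cells; nearly all actives have a fitted effect of over 55% in size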
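Luminescent CellTiter-Glo readout after 48 hours of compound exposure at 37 degrees C defined viability of HT-1080-NT cells. Activity was normalized to DMSO wells and cell-free media wells; concentration-response curves were fitted and assigned curve classes.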
WRN helicase inh: qHTS for Inhibitors of WRN Helicase; Bifunctional 3'-5' exonuclease/ATP-dependent helicase WRN (Homo sapiens), Q14191; WRN helicase unwinding, fluorescent forked duplex, kinetic; Potency, µM (top dose mostly 114 µM), for inactives: at the top dose activity change, negative = inhibition, most hits filed as inhibitors; 0.46% of 360,000 active; further: potency means the concentration at half of the fitted maximal effect; on the % scale 0 is the no-effect control and ±100 the full control effect; nearly all actives have a fitted effect of over 55% in size
Target sequence (Q14191 whole entry, looked up): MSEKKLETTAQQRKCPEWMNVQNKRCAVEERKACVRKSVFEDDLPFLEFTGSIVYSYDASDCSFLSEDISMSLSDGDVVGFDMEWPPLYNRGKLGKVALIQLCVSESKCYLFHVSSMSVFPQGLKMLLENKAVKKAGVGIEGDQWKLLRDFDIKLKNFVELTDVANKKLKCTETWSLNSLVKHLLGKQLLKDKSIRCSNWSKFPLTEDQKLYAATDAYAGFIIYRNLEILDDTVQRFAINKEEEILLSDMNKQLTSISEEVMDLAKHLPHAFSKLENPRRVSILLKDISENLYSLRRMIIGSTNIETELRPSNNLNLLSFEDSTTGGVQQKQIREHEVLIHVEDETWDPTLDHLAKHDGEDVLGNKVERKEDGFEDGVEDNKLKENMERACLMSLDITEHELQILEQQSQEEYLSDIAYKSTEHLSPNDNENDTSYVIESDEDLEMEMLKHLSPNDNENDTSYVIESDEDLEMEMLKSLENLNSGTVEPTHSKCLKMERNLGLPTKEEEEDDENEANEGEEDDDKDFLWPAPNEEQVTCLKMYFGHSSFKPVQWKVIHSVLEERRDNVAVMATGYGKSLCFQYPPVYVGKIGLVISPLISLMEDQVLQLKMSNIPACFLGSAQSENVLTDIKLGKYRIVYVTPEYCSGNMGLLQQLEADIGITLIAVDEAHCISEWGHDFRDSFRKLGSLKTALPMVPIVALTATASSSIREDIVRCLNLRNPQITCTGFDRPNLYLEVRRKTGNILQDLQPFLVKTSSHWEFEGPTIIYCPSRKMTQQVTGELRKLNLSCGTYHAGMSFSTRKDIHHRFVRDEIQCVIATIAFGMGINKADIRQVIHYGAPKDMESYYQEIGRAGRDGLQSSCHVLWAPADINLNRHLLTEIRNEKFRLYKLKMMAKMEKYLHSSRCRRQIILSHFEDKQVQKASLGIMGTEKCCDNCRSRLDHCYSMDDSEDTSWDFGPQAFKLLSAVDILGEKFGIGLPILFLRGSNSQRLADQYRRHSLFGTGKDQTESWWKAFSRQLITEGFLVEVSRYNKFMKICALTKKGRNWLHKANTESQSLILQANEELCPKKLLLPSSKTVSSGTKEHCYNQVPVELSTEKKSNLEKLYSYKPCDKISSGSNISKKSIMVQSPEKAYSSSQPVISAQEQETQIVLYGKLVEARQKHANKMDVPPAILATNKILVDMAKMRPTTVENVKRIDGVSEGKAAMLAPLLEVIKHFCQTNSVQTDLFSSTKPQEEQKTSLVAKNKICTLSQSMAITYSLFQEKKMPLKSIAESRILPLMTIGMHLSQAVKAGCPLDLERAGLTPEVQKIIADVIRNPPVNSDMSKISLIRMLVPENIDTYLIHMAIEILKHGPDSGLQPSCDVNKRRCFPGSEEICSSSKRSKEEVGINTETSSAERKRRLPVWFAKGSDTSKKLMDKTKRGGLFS
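WRN at 20 nM final preincubated with compound 15 min at room temperature; reaction started with 100 nM fluorophore/quencher forked duplex oligonucleotide and 2 mM ATP final. Unwinding followed kinetically by red fluorescence (ex 525, em 598 nm).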
HT1080 IDH1KD tx: qHTS for induction of synthetic lethality in tumor cells producing 2HG: qHTS for the HT-1080-IDH1KD cell line; HT-1080 IDH1 knockdown viability, ATP luminescence, 48 h; Potency, µM (top dose mostly 46.1 µM), for the others: at the highest dose activity, negative = toxicity, actives largely listed as cytotoxic; 2% of 360,000 active; AID 686971, 2013;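 further: potency means the concentration at half of the fitted maximal effect; 0% = DMSO wells and -100% = cell-free medium wells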
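After a 2 h attachment period, IDH1KD HT-1080 cells took pin-transferred compound for 48 h at 37 °C; ATP-based luminescence after 10 min room-temperature reagent incubation reported viability.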
SW480 rereplic: A quantitative high throughput screen for small molecules that induce DNA re-replication in SW480 colon adenocarcinoma cells | SW480 DNA re-replication, Hoechst DNA content imaging, 48 h | Potency, µM (series often up to 46.1 µM), for inactives: at the top dose re-replication activation, usual class: activators | 1.8% of 340,000 active; further: potency means the concentration at half of the fitted maximal effect; % of control where 0% means no effect; nearly all actives have a fitted effect of over 55% in size
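DNA re-replication was detected as more nuclei of elevated Hoechst intensity after 48 hr exposure to compound (23 nL pinned per well of 250 cells).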
ATXN2 expr inh: Primary qHTS for Inhibitors of ATXN expression; HEK-293 ATXN2-luciferase reporter, luminescence, 24 h; Potency, µM (series often up to 57 µM), for the others: top-dose activity change, negative = inhibition, hits mostly inhibitors; 0.72% of 360,000 active; AID 1745845, 2022; further: potency means the concentration at half of the fitted maximal effect; on the % scale 0 is the no-effect control and ±100 the full control effect; nearly all actives have a fitted effect of over 55% in size
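qHTS (up to 57 uM final) was run with 24 h compound exposure of reporter cells at 37 °C. Each well was multiplexed: SteadyGlo luminescence measured ATXN2-luciferase expression after a fluorogenic Gly-Phe-AFC viability readout (25 uM final).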
Starred values were filed as active, the others as inactive; ? = inconclusive; . = not tested or not shown; [ ] = remark or other dose. Unless noted, the call rests on the fitted dose curve; in most records, active means well fitted curve in the direction sought with a large enough effect; inconclusive means small, poorly fitted or top-dose-only effect, or another doubt; inactive means no such curve, though single readings can be large; an effect the other way counts as inactive or inconclusive.

SMILES	MCF10A rereplic	KB-3-1 cytotox	IL-1B inflam inh	KB-V1 MDR tox	HT1080-NT tox	WRN helicase inh	HT1080 IDH1KD tx	SW480 rereplic	ATXN2 expr inh
COc1ccc(NC(=O)C2=NN(C3CCS(=O)(=O)C3)C(=O)CC2)cn1 (configuration not stated)	15%	1%	5	17%	0%	8%	1%	-4%	.
COCCn1c(=S)[nH]c2ncccc2c1=O	5%	0%	-2	14%	1%	-1%	5%	-12%	-6%
CCOc1ccc(-n2ccn(CC(=O)NCCc3ccccc3)c(=O)c2=O)cc1	-3%	3%	9	-16%	-7%	-3%	-5%	-3%	-3%
CSc1nnc(C)c(=O)n1COC(=O)c1ccc([N+](=O)[O-])cc1	0%	4%	7	0%	?	-2%	10%	1%	-11%
O=C(CSCC(=O)Nc1cccc2ccccc12)Nc1cccc2ccccc12	?	-8%	32	-21%	-1%	-3%	-3%	1%	.
CC(NCC(O)COC1CCC(C(C)(C)C)CC1)c1ccccc1 (configuration not stated)	?	1%	-67*	26%	-22%	-5%	-7%	144%	.
COc1cc(C=C(c2nc3ccccc3s2)c2nc3ccccc3s2)cc(OC)c1O	?	-24%	-82*	?	-26%	-29%	-23%	?	12%
CCCc1cc(=O)[nH]c(SCc2nc3ccccc3s2)n1	2%	-5%	21	?	1%	-5%	4%	-4%	2%
CN(C)c1ccc(C=NC(CO)C(O)c2ccc([N+](=O)[O-])cc2)cc1 (configuration not stated)	0%	9%	-2	5%	9%	2%	9%	0%	-4%
COc1ccc(C(=O)c2cc([N+](=O)[O-])ccc2N2CCN(C)CC2)cc1	8.2µM*	2.9µM*	38	6.5µM*	2.6µM*	-8%	5.2µM*	?	-23%
O=C(CNC(=S)N(Cc1ccccc1)Cc1cccnc1)N1CCOCC1	-3%	-19%	16	-20%	11%	6%	13%	0%	4%
CCOc1ccccc1NC(=O)C(OC(=O)c1cnc(C)cn1)c1ccccc1 (configuration not stated)	.	10%	1	3%	1%	11%	3%	.	.
Cc1ccc(OCc2cc(C(=O)N(CCO)Cc3cccs3)no2)cc1C	?	-5%	-62*	?	-2%	-3%	0%	-2%	36%[activator]
CC1CC(C)CN(S(=O)(=O)c2ccc(C(=O)N3CCOCC3)cc2)C1 (configuration not stated)	1%	.	-2	.	5%	-8%	9%	-8%	6%
O=C(NCc1cccc(C(F)(F)F)c1)C1CCCN(c2ncccn2)C1 (configuration not stated)	-7%	0%	39	0%	1%	9%	-18%	1%	-6%
O=C(Nc1nc(-c2ccc(S(=O)(=O)N3CCCC3)cc2)cs1)c1cccs1	6%	0%	?	-1%	0%	-19%	-14%	-5%	?
O=C1/C(=C\c2ccc(O)cc2)SC(=S)N1c1cccnc1	-9%	-22%	0	-23%	-1%	-10%[11.6 µM]	-1%	7%	-19%
CC(=O)c1sc(-c2ccccc2)cc1NS(=O)(=O)c1ccccc1	-13%	-1%	.	-2%	20%	-2%	22%	3%	11%
CC(C)(C)OC(=O)NCCc1nc(NC(=O)OCc2ccccc2)sc1C(=O)O	.	1%	21	2%	7%	6%	2%	.	.
Cc1nc2c(=O)[nH]n(C)c2nc1C	.	5%	-8	23%	8%	2%	13%	.	.
COCCNC(=O)CN1N=C(c2ccc(C)cc2)CCC1=O	-18%	5%	-15	19%	-15%	-4%	4%	-5%	11%
O=C1OCCN1C(=O)[C@H]1[C@H](c2ccc(F)cc2)C(c2ccccc2)=NN1c1ccccc1	5.2µM*	-11%	-7	-15%	-11%	0%	-11%	21µM*	2%
O=C(O)c1ccc(NS(=O)(=O)c2cccc(C(=O)Nc3ccccc3[N+](=O)[O-])c2)cc1	?	6%	44	6%	7%	-11%	12%	-14%	-2%
COc1ccc(C(=O)O)cc1S(=O)(=O)NCc1cccnc1	-25%	-18%	40	-7%	8%	3%	11%	-31%[inhibitor]	13%
Cc1nn(-c2ccccc2)c(C)c1[N+](=O)[O-]	0%	6%	20	?	5%	2%	4%	-11%	-2%
CCOc1ccc2oc(C(=O)NC3CCN(Cc4ccccc4)CC3)c(C)c2c1	?	?	-64*	?	?	2%	?	-2%	-39%
COCCn1c(C)cc2c(c1=O)C(c1ccco1)C(C#N)=C(N)O2 (configuration not stated)	2%	-21%	-17	8%	-7%	9%	-7%	-4%	0%
CCOC(=O)N1CCN(C(=O)CCC2CCCC2)CC1	2%	18%	15	-9%	27%	-6%	4%	-13%	47%[activator]
CC1(c2nnnn2-c2ccc3c(c2)OCCO3)CCC(=O)N1CCc1ccc(O)cc1 (configuration not stated)	.	10%	24	-8%	4%	4%	11%	.	-2%
O=C(Nc1ccon1)Nc1ccc(F)cc1F	1%	1%	-19	75%	0%	-16%	8%	-3%	-9%
Cc1cc(C)c(S(=O)(=O)N2CCCC2=O)c(C)c1N(C)S(C)(=O)=O	?	-4%	27	28%	-1%	5%	5%	-30%	-13%
S=C(NCCNC(=S)Nc1ccccc1)Nc1ccccc1	5%	4%	2	19%	1%	4%	0%	-8%	.
O=C(COC(=O)Cn1nnc2ccccc21)NC1CCCC1	-4%	-8%	-3	-8%	-4%	-11%	-2%	-9%	-10%
Cc1ccc(NC(=O)c2cccc(Cl)c2)nc1	-15%	-4%	-7	-14%	-2%	-27%[57.1 µM]	-2%	-13%	28%
COc1ccc(-c2nc3cc(C)c(Br)c(C)n3c2Cc2cccc(F)c2)cc1OC	.	-3%	-16	-14%	?	-13%	-29%	.	-12%
C[C@@H]1C=C(C(=O)NCc2nc3ccccc3[nH]2)O[C@H](OCCCCO)C1	-4%	6%	56	-12%	3%	2%	10%	0%	-5%
N#C/C(=C\c1cn(Cc2ccc(C#N)cc2)c2ccccc12)C(=O)NCc1cccs1	?	2%	-12	?	?	6%	?	-2%	19%
COc1ccc(NC(=O)c2cccc(N3C(=O)C4CCC(C)CC4C3=O)c2)c(OC)c1 (configuration not stated)	8%	0%	14	0%	0%	12%	8%	-8%	-11%
COc1ccc(-c2[nH]ncc2CN(C)CCN2CCOCC2)cc1F	16%	0%	9	1%	14%	7%[57.1 µM]	0%	4%	-31%
c1ccc(Oc2cc(-c3ccccc3)ncn2)cc1	5%	-4%	-3	2%	14%	-5%	7%	-3%	40%[activator]
Cc1cc(C)n(CCSCC(=O)O)n1	-7%	13%	11	5%	-1%	0%	2%	-14%	7%
CCCCC(=O)NC(c1ccc(OC)cc1)c1ccc2cccnc2c1O (configuration not stated)	.	?	117	2%	?	6%	?	.	.
Cc1nc(N)sc1-c1csc(Nc2cccc(O)c2)n1	3%	-13%	-25	-22%	-12%	-21%	-19%	-7%	49%[activator]
Cc1cccn2c(CNCCCn3ncc4ccccc43)c(C(=O)N3CCCCC3)nc12	7%	-5%	-11	?	1%	4%	0%	1%	-6%
CC(OC(=O)C1CC(O)CN1S(=O)(=O)c1ccccc1[N+](=O)[O-])C(=O)N1CCCCC1 (configuration not stated)	-1%	-4%	0	-24%	1%	3%	1%	8%	.
O=c1cc(NCc2ccccc2)nc2n1CCCS2	-7%	16%	-1	-6%	0%	-1%	3%	-155%[inhibitor]	0%
CCOC(=O)c1cc2sc(C)cc2n1CC(=O)N1CCN(C(=O)c2ccco2)CC1	0%	-3%	-24	?	0%	-2%	1%	-1%	-2%
CC(C)c1ccccc1NC(=S)NC1CCCCC1	3%	-7%	34	-12%	0%	3%	-1%	-4%	-8%
CC1=C(C(=O)Nc2ccc(C)cc2C)C(c2ccc(C)o2)NC(=S)N1 (configuration not stated)	9%	19%	-7	?	-4%	-2%	-7%	-103%[inhibitor]	-1%
CC1CCN(C(=O)CCN2C(=O)/C(=C/c3cccs3)SC2=S)CC1	23µM*	?	-20	?	-9%	-7%	-6%	5.8µM*	?
O=C(CCc1nnc(Cc2ccc3c(c2)OCO3)o1)N(CC1CCC1)CC1CCCO1 (configuration not stated)	2%	-5%	4	3%	4%	6%	7%	-3%	18%
COc1cccc(C2C3CN(C)CC=C3C(C#N)=C(N)C2(C#N)C#N)c1OC (configuration not stated)	3%	3%	-19	-1%	1%	3%[57.1 µM]	-4%	2%	-3%
CCC(C)NC(=O)c1n[nH]c(=O)c2ccccc12 (configuration not stated)	-14%	-7%	1	-1%	3%	3%	15%	0%	-5%
CN(C)CCCNc1ncnc2sc(-c3ccccc3)cc12	24%	?	-76*	-25%	-2%	-16%	-22%	?	.
C=C(C)n1c(=O)[nH]c2ccccc21	-11%	2%	39	-2%	2%	1%	0%	0%[9.22 µM]	-4%
CCCc1ccc(OCCNC(=O)c2ccccc2Br)cc1	-20%[9.22 µM]	2%	-5	-1%	2%	-3%	-2%	?	-18%

Not a retest: an excerpt of the list.
SMILES	MCF10A rereplic	KB-3-1 cytotox	IL-1B inflam inh	KB-V1 MDR tox	HT1080-NT tox	WRN helicase inh	HT1080 IDH1KD tx	SW480 rereplic	ATXN2 expr inh
CN(C)CCCNc1ncnc2sc(-c3ccccc3)cc12	24%	?	-76*	-25%	-2%	-16%	-22%	?	.
C=C(C)n1c(=O)[nH]c2ccccc21	-11%	2%	39	-2%	2%	1%	0%	0%[9.22 µM]	-4%
CCCc1ccc(OCCNC(=O)c2ccccc2Br)cc1	-20%[9.22 µM]	2%	-5	-1%	2%	-3%	-2%	?	-18%
